Bioassay records as filed in PubChem BioAssay.
NPY-Y1 antag: blocks the human neuropeptide Y Y1 receptor | P25929 | HEK293-CNG Y1 cells, membrane potential fluorescence; NPY at EC95, then isoproterenol | inhibition, % at 3.6 µM | hit rate 1% among 200,000 | AID 1040;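 active means inhibition above the campaign mean inhibition of all tested compounds plus 3 SD, cut at about 20% in these data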;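 further: 0% = DMSO wells given NPY plus isoproterenol and 100% = isoproterenol alone without NPY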
Target sequence (P25929 whole entry, looked up): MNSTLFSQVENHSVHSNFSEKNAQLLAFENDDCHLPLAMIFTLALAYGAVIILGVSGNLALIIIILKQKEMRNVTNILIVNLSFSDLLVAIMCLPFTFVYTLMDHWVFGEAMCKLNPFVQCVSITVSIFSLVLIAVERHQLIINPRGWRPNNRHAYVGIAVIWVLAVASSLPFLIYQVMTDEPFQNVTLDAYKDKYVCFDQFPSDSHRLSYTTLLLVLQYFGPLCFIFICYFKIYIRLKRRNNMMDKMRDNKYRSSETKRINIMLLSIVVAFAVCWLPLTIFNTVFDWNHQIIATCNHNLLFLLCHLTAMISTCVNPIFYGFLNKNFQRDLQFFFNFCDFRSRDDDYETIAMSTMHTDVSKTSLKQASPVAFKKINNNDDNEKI
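Material: HEK293 cells with Y1 receptor plus CNG channel; times: compound incubation 1 h at room temperature, readout 45 min post-stimulation; signal: fluorescence, membrane potential probe; read-out basis: fluorescence ratio normalized to % inhibition between controls; benchmarks: full-block control isoproterenol-only wells, zero-block control NPY plus isoproterenol wells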
BaF3 tox: reduces parental Ba/F3 cell viability, JAK2V617F counter-screen. CellTiter-Glo ATP luminescence. inhibition, % at 5.6 µM. hit rate 1.1% among 220,000;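 active means inhibition above a per-campaign cutoff, the mean inhibition of all tested compounds plus 3 SD, cut at about 27% in these data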;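 further: 0% = DMSO wells and 100% = JAK Inhibitor I control wells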
Runt-CBFb FRET: blocks binding of human RUNX1 Runt domain to CBFb | inhibition, % at 20 µM | hit rate 0.46% among 220,000 | Cerulean-Runt/Venus-CBFb FRET ratio 530/480, 1 h;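 active means inhibition over about 50% at 20 µM in the single-dose screen, limit read from the data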;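 further: 0% = DMSO wells and 100% = excess unlabeled CBFb competitor control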
Target sequence (Q01196 whole entry, looked up, the tested form may be a part): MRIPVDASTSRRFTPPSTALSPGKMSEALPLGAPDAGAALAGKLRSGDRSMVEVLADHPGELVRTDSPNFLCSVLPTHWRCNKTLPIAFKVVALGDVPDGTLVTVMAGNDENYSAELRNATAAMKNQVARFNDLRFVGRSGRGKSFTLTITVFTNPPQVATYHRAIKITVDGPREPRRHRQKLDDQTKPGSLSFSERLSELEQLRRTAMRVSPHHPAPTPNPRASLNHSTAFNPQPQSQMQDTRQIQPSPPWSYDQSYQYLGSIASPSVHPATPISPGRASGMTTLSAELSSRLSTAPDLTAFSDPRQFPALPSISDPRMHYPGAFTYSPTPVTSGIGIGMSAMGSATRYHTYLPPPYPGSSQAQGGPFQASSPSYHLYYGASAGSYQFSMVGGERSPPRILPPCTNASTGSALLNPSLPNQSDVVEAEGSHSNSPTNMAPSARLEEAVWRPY
Target sequence (Q13951 whole entry, looked up, the tested form may be a part): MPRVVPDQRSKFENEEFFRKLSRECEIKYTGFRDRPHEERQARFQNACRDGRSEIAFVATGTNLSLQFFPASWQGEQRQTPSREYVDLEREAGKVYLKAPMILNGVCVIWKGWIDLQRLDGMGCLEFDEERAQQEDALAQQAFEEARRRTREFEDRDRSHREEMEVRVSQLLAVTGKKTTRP
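Assay system: Cerulean-Runt domain fusion protein, energy donor; Signal: fluorescence energy transfer, 422 nm excitation, 530/480 nm emission; Timing: 1 h compound exposure, room temperature; Control set: unlabeled CBFb; Medium: Tris buffer pH 7.5 with salts and BSA; Compound: single test concentration of 20 µM, 1% DMSO final; Probe or stimulus: Venus-CBFb 100 nM.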
S1P4 antagonist: human S1P4 receptor antagonism; O95977; inhibition, % at 4.98 µM; hit rate 0.26% among 220,000; AID 1510; S1P4-expressing cells, antagonist mode, reporter read-out; in the data active means inhibition above about 29%;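 further: 0% = wells stimulated with agonist and 100% = vehicle wells without agonist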
S1P4 ag: human S1P4 receptor agonism; O95977; S1P4-expressing cell line, agonist reporter assay; activation, % at 4.98 µM; hit rate 0.35% among 220,000; AID 1509; in the data active means activation above about 11%;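 further: 0% = DMSO vehicle and 100% = reference agonist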
RBBP9 inhibitor: human RBBP9 hydrolase inhibition; O75884; recombinant RBBP9, FP-Rh probe fluorescence polarization; inhibition, % at 7.94 µM; hit rate 0.2% among 220,000; AID 1515;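 active means inhibition above the campaign mean of all tested compounds plus 3 SD, cut at about 14% in these data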;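 further: plate controls were DMSO wells with RBBP9 for no effect and wells lacking RBBP9 protein for full effect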
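Test system – recombinant human RBBP9 · Input – RBBP9 2.5 µM in dispensing solution, pre-mixing · Medium – Tris buffer pH 8.0, NaCl, Pluronic · Schedule – preincubation 30 min plus labeling 45 min at 25 °C · Measured by – fluorescence polarization · Measure – % inhibition · Controls – DMSO and no-protein wells · Replicates – one well per compound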
NPY2 pot ag: potentiators or agonists of human neuropeptide Y receptor Y2 | P49146 | cells expressing NPY-Y2, potentiator/agonist read-out | hit rate 0.45% among 220,000 | AID 1359 | activation, % at 3.6 µM; in the data active means activation above about 27%;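 further: cells stimulated with NPY near EC25 plus isoproterenol at EC100; 0% = vehicle plus submaximal agonist and 100% = vehicle plus saturating agonist; some results beyond the cut were filed as inactive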
NPY-Y1 PAM-ag: potentiators or agonists of human neuropeptide Y receptor Y1 | P25929 | NPY-Y1 expressing cells, potentiator/agonist activation | activation, % at 3.6 µM | hit rate 0.37% among 220,000; in the data active means activation above about 33%, passing the limit was not always enough;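 further: cells stimulated with NPY at EC10 then isoproterenol at EC100; 0% = low agonist plus stimulus and 100% = saturating agonist plus stimulus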
Ba/F3 V617F tox: reduce viability of Ba/F3 cells dependent on JAK2V617F; Ba/F3 EpoR-JAK2V617F viability, ATP luminescence; inhibition, % at 5.6 µM; hit rate 1.1% among 220,000;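 active means inhibition above the campaign mean plus 3 SD over all tested compounds, cut at about 24% in these data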;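 further: cytokine-independent growth of Ba/F3 cells driven by EpoR plus mutant JAK2; 0% = DMSO-treated cells and 100% = JAK inhibitor I control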
* = called active by the depositor; . = no result given. Random draw from the library; overall some 3.6% were active at least once.

SMILES | NPY-Y1 antag | BaF3 tox | Runt-CBFb FRET | S1P4 antagonist | S1P4 ag | RBBP9 inhibitor | NPY2 pot ag | NPY-Y1 PAM-ag | Ba/F3 V617F tox
O=C1NC(=S)S/C1=C/c1ccc(N2CCOCC2)o1 | 3 | 7 | 32 | -16 | 0.0 | -1 | -4 | -13 | -1
COc1ccc(C(=O)Nc2ccccc2C(=O)NC(Cc2ccc(O)cc2)C(=O)NNC(=O)c2ccccc2)cc1 (centres undefined) | 1 | 9 | -5 | -19 | 0.3 | -10 | 3 | 7 | 3
COCCNC(=O)/C(C#N)=C/c1ccc(-c2ccc(OC)cc2[N+](=O)[O-])o1 | -3 | 1 | 7 | -2 | 1.0 | -6 | 7 | -10 | 3
O=C(NCc1ccc(OC(F)(F)F)cc1)C1CC(c2ccccc2[N+](=O)[O-])=NO1 (centres undefined) | -1 | 3 | -4 | 1 | 1.7 | 1 | -19 | 18 | 3
O=C(c1ccccc1)N1CCN(C(=S)NCc2ccco2)CC1 | -4 | 8 | 12 | 12 | 1.2 | 6 | -1 | 19 | 1
O=C1CN(CC(=O)N2CCOCC2)c2ccccc2O1 | 15 | 6 | -1 | 10 | -2.9 | 0 | 7 | -7 | 2
CCOc1ccc(N(CC(=O)OC)S(=O)(=O)c2ccc3c(c2)n(C)c(=O)c(=O)n3C)cc1 | 1 | 3 | 0 | -16 | -3.1 | -11 | -5 | -7 | -4
O=C1CC(=O)Nc2cc(S(=O)(=O)N3CCN(c4cccc(C(F)(F)F)c4)CC3)ccc2N1 | 1 | 5 | -2 | -10 | 1.2 | -10 | 8 | 13 | 4
Fc1cccc(Cl)c1CSc1nnnn1-c1ccc2c(c1)OCO2 | 11 | 1 | -1 | -8 | 1.8 | -1 | -5 | -1 | 0
O=C(COc1ccccc1[N+](=O)[O-])N1CCN(S(=O)(=O)c2ccccc2)CC1 | 0 | 11 | -1 | -11 | -0.5 | 3 | 14 | 7 | 3
O=C1c2ccccc2C(Nc2ccc(F)c(Cl)c2)N1Cc1ccco1 (centres undefined) | 3 | 5 | 21 | -1 | -1.6 | -2 | 2 | -17 | -1
Cc1[nH]c2ccccc2c1C(=O)CN1CCC2(CC1)OCCO2 | 0 | 0 | -3 | -22 | 0.0 | -1 | -4 | 6 | 0
COCCn1nnnc1C(c1ccccc1)N1CCN(c2ccccc2)CC1 (centres undefined) | -2 | 3 | -1 | 7 | 1.7 | 3 | 5 | -7 | 0
N/C(=N\OCc1ccc([N+](=O)[O-])cc1)c1ccccn1 | -6 | 9 | 1 | -31 | 1.1 | -4 | 6 | -9 | 1
Nc1nc(NCCO)nc(NCC2CCCO2)c1[N+](=O)[O-] (centres undefined) | 3 | 2 | -2 | -7 | -2.2 | 3 | 3 | 5 | -4
Cn1nnnc1SCC(=O)NC(=O)Cc1ccccc1 | 4 | -1 | 0 | -6 | 3.2 | 8 | 3 | -5 | -5
Cc1ccc(C(=O)C(C)OC(=O)C2CC(=O)N(C3CCCCC3)C2)cc1 (centres undefined) | 3 | 3 | -4 | -16 | 0.7 | 2 | -13 | -6 | 1
CC1CCN(C(=O)CSc2nc3c(cnn3-c3ccccc3)c(=O)[nH]2)CC1 | 1 | 9 | -4 | -5 | -2.3 | -2 | -14 | -1 | -3
Cc1c(/C=N/n2cnnc2)c2ccccc2n1C | 4 | 0 | 2 | 3 | 0.0 | -2 | -5 | 0 | -4
Cc1ccc2cc(C(c3nnnn3C3CCCC3)N3CCN(c4ccc(F)cc4)CC3)c(=O)[nH]c2c1 (centres undefined) | 7 | -4 | 2 | -4 | 1.4 | -7 | -5 | 6 | -4
CCOC(=O)c1c(=O)n(O)c2ccc(OC)cc2[n+]1[O-] | 2 | 4 | -189 | -12 | -0.1 | 1 | -8 | -25 | 2
COC(=O)c1c(NC(=O)CN(c2ccc(C)c(C)c2)S(C)(=O)=O)sc2c1CCCC2 | 15 | 10 | -2 | -22 | -0.1 | -11 | 7 | -2 | -2
C/C(CC(=O)Nc1cc(C)ccn1)=N\NC(=O)COc1cccc(C)c1 | 2 | 0 | -2 | -8 | 1.3 | -11 | -15 | -3 | -1
NC(=O)CC1(CC(=O)O)CCCCC1 | 5 | 1 | -2 | -14 | 0.5 | -4 | -8 | -9 | -2
COc1ccc(OCC(O)Cn2c(=N)n(Cc3ccccc3)c3ccccc32)cc1 (centres undefined) | 33* | 23 | -1 | 19 | -2.7 | 9 | 30 | 5 | 68*
Additional structures
SMILES | NPY-Y1 antag | BaF3 tox | Runt-CBFb FRET | S1P4 antagonist | S1P4 ag | RBBP9 inhibitor | NPY2 pot ag | NPY-Y1 PAM-ag | Ba/F3 V617F tox
c1ccc(CCC2CCCCN2Cc2nc(-c3ccc4c(c3)OCO4)no2)nc1 (centres undefined) | 4 | 2 | -1 | -9 | 1.4 | 0 | -30 | -10 | 4
CCOC(=O)c1cc(C#N)c(N2CCCC2)nc1-c1ccccc1 | 4 | 0 | -2 | -5 | -2.6 | -4 | -11 | -15 | -2
Cc1ccc(S(=O)(=O)C(C)C(=O)c2ccc3c(c2)OCCO3)cc1 (centres undefined) | 9 | 2 | 0 | 6 | 3.2 | -7 | -2 | 20 | 0
Cc1cc(NCc2ccccc2)nc2ccccc12 | 7 | 4 | -2 | 1 | -0.2 | 1 | -3 | -19 | -1
Cc1ccc(C)c2[nH]c(=O)c(CN(CC3CCCO3)C(=S)NCc3ccco3)cc12 (centres undefined) | . | 1 | 24 | 17 | -2.0 | -7 | -24 | -16 | 1
C#CCOc1c(Cl)cc(/C=N/NC(N)=S)cc1OCC | -3 | -2 | -3 | -2 | 0.3 | -3 | 5 | -13 | 3
CC(C)(C)c1ccc(C(=O)NCC(=O)OCc2ccc([N+](=O)[O-])cc2)cc1 | -1 | 5 | -3 | -9 | 14* | -2 | -6 | -16 | 1
CCOC(=O)c1c(C)n(C)c2ccc(OCC(O)CN3CCN(C)CC3)cc12 (centres undefined) | -3 | 1 | 3 | 3 | 1.6 | -7 | 1 | -13 | -4
O=C(CN(C1CCCCC1)S(=O)(=O)c1ccc(Cl)cc1)NCc1cccnc1 | -2 | 8 | -1 | -3 | -2.5 | 8 | -7 | 19 | -3
O=C(CN1N=C(c2ccc(Cl)cc2)CCC1=O)NCc1cccs1 | 4 | 6 | 0 | -3 | -0.1 | -10 | -36 | -14 | 1
CCOc1ccc(NC(=O)CN2CCN(CC(=O)c3ccc(OCC)cc3)CC2)cc1 | -4 | 5 | -1 | -10 | -1.0 | -11 | -9 | -27 | 3
COC(=O)c1ccccc1Sc1c(/C=N/OC(=O)c2ccccc2)c(C(F)(F)F)nn1C | -5 | 2 | 0 | -3 | -0.6 | -8 | 1 | 9 | -4
COC(=O)Cn1ncn2cccc2c1=O | 1 | 5 | -1 | -39 | -2.6 | 4 | -12 | -27 | -2
COc1ccc(C(=O)CN2C(=O)c3ccccc3S2(=O)=O)cc1 | . | -4 | 1 | -10 | 2.1 | -8 | 24 | 7 | -3
CC(C)(C)C(=O)Oc1ccc2cc(-c3ccc4ccccc4n3)c(=O)oc2c1 | 0 | 8 | 19 | 2 | 0.8 | -6 | -3 | -4 | 2
CCc1ccc(NC(=O)C(=O)NCCN2CCN(C(=O)c3ccco3)CC2)cc1 | 3 | 2 | -2 | -8 | 1.0 | -2 | 16 | -3 | -2
O=C(O)c1ccc2c(c1)C1C=CCC1C(c1ccncc1)N2 (centres undefined) | . | -5 | 18 | -10 | 0.6 | -4 | -14 | 10 | -3
CC(=O)c1cccc(NS(=O)(=O)c2c(C)n[nH]c2C)c1 | -2 | 7 | 1 | 2 | -1.5 | -6 | -6 | 13 | 3
Cc1ccc(C2(CCNCc3ccco3)CCOC(C(C)C)C2)cc1 (centres undefined) | . | 2 | -3 | 10 | 0.0 | -5 | -18 | 14 | -1
CSc1nnc2c3c4c(sc3c(=O)n(-c3ccccc3)n12)CC(C)(C)OC4 | 1 | 6 | -2 | -8 | 0.2 | 4 | 3 | -1 | 3
Cc1ccc(S(=O)(=O)Nc2ccccc2C=Nc2cccc(C)c2C)cc1 | -9 | 8 | -10 | -4 | 0.3 | -11 | 16 | 34 | 5
Cc1ccccc1NC(=O)COC(=O)C1(C)CC1(Cl)Cl (centres undefined) | 1 | -6 | -1 | -43 | -2.4 | -6 | 1 | -14 | -5
CCn1c(SCc2nc3ccccc3c(=O)[nH]2)nc2ccccc21 | 8 | 1 | -1 | -13 | 0.2 | 6 | -11 | -14 | -4
COc1ccc(-n2c(=O)cc(N3CCN(Cc4ccccc4)CC3)[nH]c2=O)cc1 | -1 | 6 | . | 0 | -0.1 | -8 | 6 | 10 | -2
Cc1ccc(C(=O)N2CCN(c3ncnc4c(C)csc34)CC2)cc1 | . | 2 | 2 | -6 | 0.0 | 2 | -1 | -4 | -2

An excerpt from above in order of the RBBP9 inhibitor value, smallest number first.
mol,RBBP9 inhibitor
CCOc1ccc(NC(=O)CN2CCN(CC(=O)c3ccc(OCC)cc3)CC2)cc1,-11
O=C(CN1N=C(c2ccc(Cl)cc2)CCC1=O)NCc1cccs1,-10
c1ccc(CCC2CCCCN2Cc2nc(-c3ccc4c(c3)OCO4)no2)nc1 (centres undefined),0

(continued)
SMILES | NPY-Y1 antag | BaF3 tox | Runt-CBFb FRET | S1P4 antagonist | S1P4 ag | RBBP9 inhibitor | NPY2 pot ag | NPY-Y1 PAM-ag | Ba/F3 V617F tox
COc1ccc(OC)c(C2=NO[C@@H]3C(=O)N(c4cc(Cl)ccc4OC)C(=O)[C@H]23)c1 | 3 | 2 | 0 | 5 | -1.1 | -5 | 2 | 4 | 0
N#Cc1ccccc1Cn1c(=O)n(CCC(=O)NCc2ccco2)c(=O)c2ccccc21 | 0 | 3 | -4 | -8 | 1.3 | -5 | -3 | -4 | 1
COc1ccc(OCc2nc(C#N)c(N3CCN(c4ccc(OC)cc4)CC3)o2)cc1 | 37* | 4 | . | -1 | -2.2 | -5 | -19 | -23 | -1
COC(=O)c1cn(C)c2ccc(S(=O)(=O)N3CCOCC3)cc2c1=O | -2 | 4 | 1 | 1 | 2.3 | -3 | -7 | 16 | -2
CCC(C)(C)c1ccc(Oc2cccc(C(=O)O)c2)cc1 | . | -4 | -2 | 15 | 1.1 | -2 | 24 | -7 | -1
O=[N+]([O-])c1ccc(Cl)cc1Sc1ccccn1 | -5 | 7 | -2 | -5 | 1.3 | -4 | 8 | -2 | 2
CCOc1cc(/C=N/NC(=O)COc2ccccc2C)ccc1OC(=O)c1cccs1 | 1 | 1 | 0 | -29 | -0.2 | 0 | 19 | 11 | -3
CC1CCc2c(sc(/N=C/c3ccco3)c2C(N)=O)C1 (centres undefined) | . | 5 | 4 | 0 | 0.2 | -6 | -10 | -7 | 4
CC(=O)Nc1ccc(NC(=O)CCCc2c[nH]c3ccccc23)cc1 | 4 | -2 | 0 | 7 | -0.8 | -7 | -15 | 3 | -5
CCOc1ccc(Nc2nc3ccccc3c(=O)s2)cc1 | . | -9 | -3 | -1 | -0.8 | -1 | 3 | 29 | -1
